# HDAC3 inh: blocks human histone deacetylase 3 | inhibition, % at 8.3 µM | recombinant HDAC3, fluorogenic peptide/trypsin coupled, fluorescence | actives 0.15% (n = 320,000); in the data active = inhibition above about 26%, passing the limit was not always enough; inconclusive = no clear call, values can overlap the other calls
# Target sequence (O15379 whole entry, looked up): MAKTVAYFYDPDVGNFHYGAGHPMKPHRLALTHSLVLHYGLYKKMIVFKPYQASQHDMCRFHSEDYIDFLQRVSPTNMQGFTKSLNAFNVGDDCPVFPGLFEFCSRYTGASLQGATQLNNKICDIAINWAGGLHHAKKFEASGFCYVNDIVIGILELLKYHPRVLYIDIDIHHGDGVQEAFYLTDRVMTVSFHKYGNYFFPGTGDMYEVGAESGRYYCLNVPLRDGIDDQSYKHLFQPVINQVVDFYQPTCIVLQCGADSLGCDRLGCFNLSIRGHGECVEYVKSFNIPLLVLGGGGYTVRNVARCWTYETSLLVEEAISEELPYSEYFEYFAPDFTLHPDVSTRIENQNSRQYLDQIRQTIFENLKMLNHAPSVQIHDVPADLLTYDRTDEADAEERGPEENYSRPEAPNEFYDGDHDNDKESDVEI
# TMEM16A act: mouse TMEM16A channel activation, primary screen | Q8BHY3 | HEK293 TMEM16A/YFP-H148Q/I152L, iodide quench fluorescence; active compounds read low | B-score at 10 µM | actives 0.3% (n = 340,000);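 active = fluorescence-ratio B-score plate-corrected deviation score at least 3 library SD below zero, with starting fluorescence score within 5 deviations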;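 note: channel opened by trigger with iodide after compound preincubation; score built on the fluorescence ratio of max minus min over baseline; more negative score means more quench and so TMEM16A activation or potentiation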
# SKKanGAS inh: inhibitors of SKKanGAS S. pyogenes growth in kanamycin (SK-promoter or general growth effect) | BacTiter-Glo, 6 h | inhibition, % at 7.5 µM | actives 1.3% (n = 300,000);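 active = mean replicate score, as percent of positive control median, at least 50; inconclusive = mean below 50 but one replicate at or above 50; inactive = mean and every replicate below 50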;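 note: strain carries kanamycin resistance gene driven by streptokinase promoter and grows in 40 µg/ml kanamycin; loss of luminescence reflects streptokinase promoter inhibition or plain growth inhibition; 0% = median of DMSO wells and 100% = positive control at its reference dose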
# KCNK9 block: human KCNK9 channel inhibition. HEK293 KCNK9, FluxOR thallium flux fluorescence; active compounds read low. AID 488922. B-score at 10 µM. actives 1.2% (n = 310,000);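 active = ratio B-score over 3 SD below the library mean, with starting fluorescence within 5 SD of its mean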;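 note: negative B-score means less thallium flux so channel inhibition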
# KCNQ1 act: potentiators or activators of human KCNQ1 potassium channel; P51787; CHO-K1 KCNQ1, thallium flux FluxOR fluorescence; active compounds read high; B-score at 10 µM; actives 0.35% (n = 310,000); AID 2648;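 active = fluorescence ratio B-score, a plate-corrected score, at least three library SD, with initial intensity B-score within 5 SD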
# Target sequence (P51787 whole entry, looked up): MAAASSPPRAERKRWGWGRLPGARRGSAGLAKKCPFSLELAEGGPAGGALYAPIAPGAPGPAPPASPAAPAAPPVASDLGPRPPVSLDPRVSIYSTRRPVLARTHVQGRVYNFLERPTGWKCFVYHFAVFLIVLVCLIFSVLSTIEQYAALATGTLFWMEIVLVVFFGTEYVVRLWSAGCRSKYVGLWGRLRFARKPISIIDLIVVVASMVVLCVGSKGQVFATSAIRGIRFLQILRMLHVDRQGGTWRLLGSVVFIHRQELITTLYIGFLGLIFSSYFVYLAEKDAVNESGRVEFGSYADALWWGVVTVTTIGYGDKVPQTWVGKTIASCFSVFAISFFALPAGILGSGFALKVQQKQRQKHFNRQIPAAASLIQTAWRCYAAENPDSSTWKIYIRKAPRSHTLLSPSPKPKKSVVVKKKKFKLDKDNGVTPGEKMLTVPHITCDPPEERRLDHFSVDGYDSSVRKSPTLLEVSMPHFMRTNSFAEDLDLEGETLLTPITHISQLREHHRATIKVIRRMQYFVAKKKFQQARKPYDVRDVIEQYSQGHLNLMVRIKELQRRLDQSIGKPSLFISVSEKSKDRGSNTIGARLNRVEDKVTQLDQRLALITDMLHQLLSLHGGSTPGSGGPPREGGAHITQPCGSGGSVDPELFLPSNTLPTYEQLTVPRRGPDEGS
#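 Medium – assay buffer, equal DMSO in all wells · Material – CHO-K1 cell line with stable KCNQ1 potassium channel expression · Signal – kinetic FluxOR thallium fluorescence, 10-s 1-Hz baseline, 110-s post-stimulus read · Compound – single concentration per compound, DMSO matched to controls · Schedule – 37 °C overnight plating, 90-min dark dye load, 20-min compound pretreatment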
# KCNQ1 inh: blocks the human KCNQ1 potassium channel. AID 2642. CHO-K1 KCNQ1, FluxOR thallium flux fluorescence; active compounds read high. B-score at 10 µM. actives 1.3% (n = 310,000). P51787;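 active = compounds whose thallium flux B-score, printed positive for inhibition, exceeds three library SD while starting fluorescence stays within three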;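 note: channel opened by potassium depolarization with thallium stimulus after 20 min compound exposure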
# TMEM16A inh: inhibitors of mouse TMEM16A calcium-activated chloride channel. HEK293 TMEM16A/YFP iodide influx fluorescence, ionomycin. actives 1.2% (n = 310,000). normalized B-score (activity score, 25-100; higher = stronger inhibition) at 10 µM. Q8BHY3;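 active = ratio plate-corrected score three or more library SD toward inhibition, starting fluorescence score within five deviations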;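 note: score derived from kinetic fluorescence span divided by baseline fluorescence per well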
# RGS4 pot: potentiators or activators of RGS4. AID 463111. HEK293 M3R/inducible RGS4, carbachol calcium flux Fluo4; active compounds read low. actives 0.92% (n = 310,000). B-score at 10 µM;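 active = B-score of the integrated calcium signal more than 4 SD below the library mean, with starting fluorescence not abnormally high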;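 note: negative B-score means reduced calcium response which marks RGS4 activation or potentiation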
#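 Material: M3R-expressing HEK293 line, RGS4 induced by doxycycline | Schedule: Overnight RGS4 induction, 30 min dye load 37 °C, 20 min compound RT | Measured by: Fluo4 fluorescence kinetic imaging of calcium | Read-out: Integrated calcium ratio converted to B score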
# KCNK3 block: human KCNK3 channel inhibition, primary screen; O14649; CHO-KCNK3 thallium flux, FluxOR fluorescence; active compounds read low; B-score at 10 µM; actives 0.84% (n = 340,000); AID 602410;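 active = B-score under library mean minus 4 SD, starting fluorescence ratio at most library mean plus 5 SD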;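 note: more negative B-score means stronger inhibition of thallium flux through KCNK3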
# hERG protect: shields human hERG channel from block by proarrhythmic agents; actives 0.51% (n = 310,000); Q12809; activation (rescue from dofetilide block), less the hit threshold, % at 10 µM; CHO-hERG, FluxOR thallium flux, dofetilide IC70 present;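 active = activation above the mean of controls blocked by dofetilide plus 5 SD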;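 note: thallium influx through hERG after potassium depolarization seen as dye fluorescence rise; in these data hits start at about 4.7%; inactives centre near -7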
# RGS4 block: inhibitors of human RGS4 | P49798 | actives 0.45% (n = 310,000) | HEK293 M3R/RGS4 inducible, Fluo-4 calcium flux; active compounds read high; triggered by carbachol at its EC20 | B-score at 10 µM;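 active = B-score, a plate-corrected calcium signal, over three deviations above library mean, with baseline fluorescence within five deviations of library mean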;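 note: RGS4 expression induced by doxycycline in cells with stable M3 receptor; B-score is computed from the integrated fluorescence ratio over baseline after carbachol; higher B-score means a larger calcium signal and so more RGS4 inhibition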
# * hit, by the source's call; i = inactive; u = inconclusive; x = no result given. This is a subset; count on the stated rates, not on these rows.
# Value order: HDAC3 inh	KCNQ1 inh	TMEM16A act	TMEM16A inh	SKKanGAS inh	hERG protect	RGS4 block	KCNK3 block	RGS4 pot	KCNQ1 act	KCNK9 block
1. O=c1[nH]c(=S)[nH]c(O)c1CN1CCCCC1
    -10	i	i	i	0	-9	i	i	i	i	i
2. c1ccc2c(N3CCNCC3)nsc2c1
    -3	i	i	i	2	-11	i	i	i	i	i
3. CCOC(=O)C1=C(N)Oc2cc(C)oc(=O)c2C12C(=O)N1c3c(cc(OC)cc32)C(C)=CC1(C)C (configuration not stated)
    3	i	i	i	7	-9	i	i	i	i	i
4. O=C1CN=C(c2ccc[nH]2)c2cc(Cl)ccc2N1
    0	i	i	i	-3	-1	i	i	i	i	i
5. CCCCn1c(O)c(C(C)=NCCCn2ccnc2)c(=O)[nH]c1=O
    -4	i	i	i	5	-8	i	i	i	i	i
6. Cc1ccc(C(C)C)c(OCC#CCN2CCCC2)c1
    3	i	i	i	15	-14	i	i	-9.1*	i	i
7. Cc1cc(/C=C2/C(=O)NC(=O)N(c3ccc(Br)cc3)C2=O)c(C)n1C
    4	i	i	i	21	-4	i	i	i	i	i
8. O=C(COc1ccc(Cl)cc1Cl)N1CCN(C/C=C/c2ccccc2)CC1
    11	i	i	i	6	-8	i	i	i	i	i
9. Cc1ccc(C[n+]2c(-c3ccc(C)cc3)cc(-c3ccc(C)cc3)cc2-c2ccc(C)cc2)cc1
    -10	i	i	100*	106*	-42	i	-8.7*	-7.2*	34*	-13*
10. COc1ccc2[nH]c3c(c2c1)CCNC3C (configuration not stated)
    3	i	i	i	0	-11	i	i	i	i	i
11. O=c1[nH]c(=O)n(Cc2ccc(F)cc2)c(O)c1C=NCCCN1CCOCC1
    6	i	i	i	-8	-9	i	i	i	i	i
12. CC12CN3CC(C)(CN(C1)C3c1cccnc1)C2=O (configuration not stated)
    15	i	i	i	-6	-6	i	i	i	i	i
13. Cc1cccc(CS(=O)(=O)Cc2ccc(C(=O)N3CCC4(CC3)OCCO4)o2)c1
    -11	i	i	i	2	2	i	i	i	i	i
14. O=C(Cc1ccccc1)Oc1cccc(N2C(=O)CCC2=O)c1
    0	i	i	i	-3	-5	i	i	i	i	i
15. C1=NCCc2c1[nH]c1ccccc21
    8	i	i	i	8	-15	i	i	i	i	i
16. CC(C)C[C@H](NC(=O)[C@@H]1CCCN1C(=O)[C@@H](N)Cc1ccc(O)cc1)C(=O)NCC(N)=O
    -11	i	i	i	-3	-3	i	i	i	i	i
17. CN1CCN(C(=O)Cc2ccccc2)CC1
    x	i	i	i	-1	-4	i	i	i	i	i
18. Cc1cc(OCC(=O)N2CCC(C(=O)O)CC2)c2c3c(c(=O)oc2c1)CCC3
    -46	i	i	i	3	-7	i	i	i	i	i
19. O=P1(NC2CCCC2)COc2ccccc2OC1
    -1	i	i	i	0	-13	i	i	i	i	i
20. O=C(Cn1ncc2c3ccccc3n(Cc3ccccc3F)c2c1=O)N1CCC2(CC1)OCCO2
    -1	i	-21*	i	-15	2	i	i	i	i	i

# Next records.
# Value order: HDAC3 inh	KCNQ1 inh	TMEM16A act	TMEM16A inh	SKKanGAS inh	hERG protect	RGS4 block	KCNK3 block	RGS4 pot	KCNQ1 act	KCNK9 block
21. CC1(C)CN=C(NCc2ccccc2Cl)S1
    1	i	i	i	-8	-5	i	i	i	i	i
22. CN1CCC(OC(=O)C2c3ccccc3Oc3ccccc32)CC1
    0	i	i	i	6	4	i	i	i	i	i
23. COc1cccc(N2CCN(Cc3ccc(Cl)cc3)CC2)c1
    1	i	i	i	x	-6	i	i	i	i	i
24. O=C(Nc1cccc(Cl)c1)OC1CN2CCC1CC2 (configuration not stated)
    5	i	i	i	6	-7	i	i	i	i	i
25. CC(ON1CC1(C(F)(F)F)C(F)(F)F)(C(N)=O)C(N)=O (configuration not stated)
    -9	i	i	i	-3	-4	i	i	i	i	i
26. Clc1ccc(OCC#CCN2CCCCCC2)cc1
    -6	i	i	i	6	-9	i	i	-7*	i	i
27. COC(=O)C1=Nc2ccccc2/C1=C\c1c(O)n(-c2ccc(OC)cc2)c(=O)[nH]c1=O
    3	i	i	i	-2	-16	i	i	i	i	i
28. C[C@H]1CCCC(=O)CCC/C=C/c2cc(O)cc(O)c2C(=O)O1
    -1	i	i	i	-6	-14	8.2*	i	i	i	i
29. COc1cccc(CCNCc2cccc(C(F)(F)F)c2)c1
    0	i	i	i	2	-8	i	i	i	i	i
30. CCN(CCNc1ccc([N+](=O)[O-])c2cccnc12)S(=O)(=O)c1ccc(Cl)cc1
    8	i	i	i	-1	-17	i	i	i	i	i
31. Cc1[nH]c2ccccc2c1C(=O)C(=O)N1CCC2(CC1)OCCO2
    1	i	i	i	-6	-12	i	i	i	i	i
32. CC1(C)C2([N+](=O)[O-])CN3CC1([N+](=O)[O-])CN(C2)C3c1ccccn1 (configuration not stated)
    -8	i	i	i	1	-4	i	i	i	i	i
33. O=c1c2ccccc2nc(-c2ccccc2F)n1-c1ccccc1
    -3	i	i	i	0	-4	i	i	i	i	i
34. CCc1ccc(N2C(=O)NC(=O)/C(=C\c3cc(C)n(-c4cc(C(=O)O)cc(C(=O)O)c4)c3C)C2=O)cc1
    2	i	i	i	21	-3	i	i	i	i	i
35. COc1ccc(C(C)=O)cc1CC(C(=O)c1ccc(Br)cc1)N(C)C (configuration not stated)
    -7	i	i	i	7	-1	i	i	i	i	i
36. COc1ccc(-n2c(C)cc(C(=O)C[N+]34CCN(CC3)CC4)c2C)cc1
    8	i	i	i	4	-10	i	i	i	i	i
37. O=C(c1ccc(CS(=O)(=O)c2ccccc2)o1)N1CCC2(CC1)OCCO2
    2	i	i	i	9	-9	i	i	i	i	i
38. COc1ccc(F)cc1C(=O)C1CCCN(Cc2cnc(C)s2)C1 (configuration not stated)
    11	i	i	i	6	-10	i	i	i	i	i
39. COc1cccc(C2CC3C(=O)C=CC2N3Cc2ccccc2)c1 (configuration not stated)
    5	i	i	i	11	-11	i	i	i	i	i
40. CCCCn1c(=O)c(C(=O)NCc2ccncc2)c(O)c2ccccc21
    -8	i	i	i	58*	-6	i	i	i	i	i

# More compounds.
# Value order: HDAC3 inh	KCNQ1 inh	TMEM16A act	TMEM16A inh	SKKanGAS inh	hERG protect	RGS4 block	KCNK3 block	RGS4 pot	KCNQ1 act	KCNK9 block
41. CN1C2CCC1CC(OC(=O)c1ccc([N+](=O)[O-])cc1)C2 (configuration not stated)
    x	i	i	i	6	-1	i	i	i	i	i
42. O=c1[nH]c(=O)n(C2CCCCCC2)c(O)c1C=NCC1CCCO1 (configuration not stated)
    0	i	i	i	-12	-2	i	i	i	i	i
43. O=[N+]([O-])c1ccc2nc(N3CCNCC3)ccc2c1
    2	i	x	i	0	-9	i	x	i	i	i
44. O=C1NC(=O)C(=Cc2cc([N+](=O)[O-])ccc2N2CCCCC2)C(=O)N1
    4	i	i	i	5	-1	i	i	i	i	i
45. Clc1ccccc1CN1CCN(c2ccccc2Cl)CC1
    7	i	i	i	-12	-5	i	i	i	i	i
46. O=c1[nH]c(=S)[nH]c(O)c1N=Nc1cccc(S(=O)(=O)N2CCOCC2)c1
    14	i	i	i	-11	-6	i	i	i	i	i
47. COC(=O)CN1C(=O)C2(C(C(=O)OC)=C(N)Oc3ccccc32)C2=C1CC(C)(C)CC2=O (configuration not stated)
    -9	i	i	i	-4	-12	i	i	i	i	i
48. CCCCc1nc2ccccc2c(=O)n1-c1ccc(O)cc1
    -2	i	i	i	16	-3	i	i	i	i	i
49. O=C1CC(N2CCC(n3c(=O)[nH]c4ccccc43)CC2)C(=O)N1Cc1ccccc1 (configuration not stated)
    -5	i	i	i	4	-18	i	i	i	i	i
50. COC(=O)C1=C(c2cc3ccccc3o2)C[C@@H]2CC[C@H]1N2C(=O)NCCNC(C)=O
    -1	i	i	i	-1	-10	i	i	i	i	i
51. COCCNC(=O)Cn1cc(C=C2C(=O)NC(=O)NC2=O)c2ccccc21
    2	i	i	i	-6	-7	i	i	i	i	i
52. NCCCC(=O)OC1N=C(c2ccccc2Cl)c2cc(Br)ccc2NC1=O (configuration not stated)
    1	i	i	i	-4	-4	i	i	i	i	i
53. Fc1ccc(CCNCc2cccc(Cl)c2)cc1
    u	i	i	i	0	-8	i	i	i	i	i
54. Cc1ccc(N2C(=O)NC(=O)/C(=C\C=C\c3ccco3)C2=O)cc1
    0	i	i	i	1	-5	i	i	i	i	i
55. CCOc1ccc2nc(N3CCC(C(=O)N4CCC5(CC4)OCCO5)CC3)sc2c1
    4	i	i	i	6	-13	i	i	i	i	i
56. Cc1ccc2c(c1)N(C(=O)CCC(=O)N1CCC3(CC1)OCCO3)CCO2
    5	i	i	i	0	-3	i	i	i	i	i
57. NC(=O)c1ccc(C(=O)Nc2ccc([As](=O)(O)O)cc2)cc1
    3	i	x	i	-5	-8	i	x	i	i	i
58. CCOc1ccccc1N=C1SCCCN1C
    5	i	i	i	-1	-5	i	i	i	i	i
59. FC(F)(F)C1=NC(C(F)(F)F)=NP(N2CCOCC2)(N2CCOCC2)=N1
    -2	i	i	i	3	-3	i	i	i	i	i
60. O=C(O)C12C3CCCC1C32c1ccccc1 (configuration not stated)
    -1	i	i	i	-4	-4	i	i	i	i	i

# (continued)
# Value order: HDAC3 inh	KCNQ1 inh	TMEM16A act	TMEM16A inh	SKKanGAS inh	hERG protect	RGS4 block	KCNK3 block	RGS4 pot	KCNQ1 act	KCNK9 block
61. COc1ccc(C2=NS(=O)(=O)N(C)C(C(=O)N3CCC4(CC3)OCCO4)=C2)cc1OC
    7	i	i	i	0	-10	i	i	i	i	i
62. O=c1[nH]c(=S)n(-c2ccc(F)cc2)c(O)c1/C=N/N1CCOCC1
    8	i	i	i	-15	-6	i	i	i	i	i
63. COC(=O)c1ccc(N2CCN(C)CC2)c([N+](=O)[O-])c1
    3	i	i	i	-1	-3	i	i	i	i	i
64. CN1CCCC1C(O)(c1ccccc1)c1ccccc1 (configuration not stated)
    4	i	i	i	-3	-11	i	i	i	i	i
65. O=C(CN1CCN(Cc2cccc(Cl)c2)C1=O)N1CCC2(CC1)OCCO2
    -9	i	i	i	4	-2	i	i	i	i	i
66. c1ccc([C@@H]2CO2)cc1
    3	i	x	i	0	-3	i	x	i	i	i
67. OC(Cc1ccccc1)(c1ccccc1)C1CN2CCC1CC2 (configuration not stated)
    -2	i	i	i	-1	-6	i	i	i	i	i

# Compound activity deposited in PubChem by several laboratories.
